Screening results: PubChem, several laboratories
HSP90 refold inh = HSP90 refolding inhibition in rabbit reticulocyte lysate. luciferase refolding luminescence, 3 h. inhibition, % at 5.6 µM. 0.91% of 290,000 active;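 active = inhibition above the screen-wide mean plus 3 SD, computed separately per campaign, cut at about 16% in these data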;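 also: 0% = DMSO wells and 100% = 60 µM geldanamycin wells; inhibitors lower the luminescence because luciferase stays unfolded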
KLF5 inh = inhibitors of KLF5 expression; DLD-1 KLF5 promoter-luciferase reporter, luminescence; inhibition, % at 5 µM; 0.23% of 290,000 active;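 active = inhibition above a per-plate limit of that plate's mean compound inhibition plus 3 SD, cut at about 60% in these data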;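 also: 0% = DMSO wells and 100% = LY294002 at 200 µM; higher means less KLF5 promoter-driven luciferase light; inactives centre near -14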
HSF1 inhib = HSF1 inhibition; AID 2098; 0.77% of 300,000 active; activity change, negative = inhibition, % at 7.5 µM (by protocol); NIH3T3-HGL HSE-luciferase, MG132-induced, luminescence 8 h; stronger effect = lower value;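 active = more than half of replicate wells show activity change below -50%, luminescence cut by over half; inconclusive = some wells, but at most half, below -50%; inactive = no replicate well below -50%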;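 also: luciferase reports HSF-1 transcriptional activity via heat shock element; 0% = median of DMSO wells and -100% = zero luminescence signal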
HDAC3 inh = human HDAC3 inhibition. recombinant HDAC3, fluorogenic peptide/trypsin coupled, fluorescence. inhibition, % at 8.3 µM. 0.15% of 320,000 active; in the data active = inhibition above about 26%, passing the limit was not always enough; inconclusive = no clear call, values can overlap the other calls
Target sequence (O15379 whole entry, looked up): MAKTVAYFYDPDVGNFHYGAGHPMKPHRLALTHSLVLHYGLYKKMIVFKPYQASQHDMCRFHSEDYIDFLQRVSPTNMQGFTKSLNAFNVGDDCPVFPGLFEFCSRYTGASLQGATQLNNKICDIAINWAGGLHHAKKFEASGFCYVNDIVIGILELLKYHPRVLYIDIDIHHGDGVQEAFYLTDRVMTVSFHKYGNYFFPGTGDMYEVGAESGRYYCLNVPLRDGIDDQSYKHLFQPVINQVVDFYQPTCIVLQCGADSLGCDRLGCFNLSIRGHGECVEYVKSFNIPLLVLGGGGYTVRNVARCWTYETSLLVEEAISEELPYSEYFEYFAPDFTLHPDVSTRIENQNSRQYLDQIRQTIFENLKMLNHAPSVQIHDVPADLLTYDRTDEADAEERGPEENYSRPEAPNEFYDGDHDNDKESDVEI
HSF1 activator = increases HSF-1 driven luciferase reporter signal | NIH3T3-HGL HSF-1 luciferase reporter, MG132, 8 h; 100% = twice DMSO control signal | activation, % at 9 µM | 1.7% of 300,000 active;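 active = mean replicate activation of at least 50% with a set share of replicates each reaching 50%; inconclusive = only one of those two conditions met; inactive = mean below 50% and too few replicates reaching it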;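 also: 0% = median of the neutral control wells and 100% = twice that signal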
aSyn 5UTR inh = 5' untranslated region of α-synuclein, MLPCN primary screen. inhibition, % (tested at 7.5 µM). 0.82% of 300,000 active. alpha-synuclein 5'UTR reporter, inhibitor activity; in the data active = inhibition above about 60%; inconclusive = no clear call, values can overlap the other calls;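 also: H4 neuroglioblastoma cells stably carrying SNCA 5'UTR luciferase fusion; 0% = DMSO wells and 100% = positive control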
HIF activator = HIF pathway transcriptional activation; U2OS HRE-luciferase reporter, luminescence; normalized: DMSO 0%, desferrioxamine 100%; activation, % at 7.5 µM (by protocol); 0.32% of 300,000 active; AID 1910;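 active = mean activation of at least 10% of the iron chelator positive control signal, with at least half of replicates also reaching 10%; inconclusive = mean and replicate majority disagree about reaching 10%; inactive = mean and most replicates under 10%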
AI-2 QS modul = modulators of Vibrio harveyi AI-2 quorum sensing system. 0.4% of 300,000 active. activity change, % at 7.5 µM. Vibrio harveyi JMH597 AI-2 luminescence/OD600 ratio, 9 h; stronger effect = lower value; strain lacks LuxN and CqsS sensors; 0 = neutral-control median; in the data active = activity change below about -75%, passing the limit was not always enough; inconclusive = no clear call, values can overlap the other calls;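 also: luminescence divided by OD600 gain over 9 h not by final OD600 alone; inactives centre near 13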
Platelet DG rel = modulates dense granule release in human platelets; human platelet-rich plasma, SFLLRN dense granule ATP release, luminescence; inhibition, %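 (compounds screened at 7.5 µM in platelet-rich plasma)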; 0.22% of 300,000 active;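 active = mean replicate score, as percent of positive control, at or above 50; inconclusive = mean below 50 but at least one replicate at or above 50; inactive = mean and every replicate below 50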
IEC-6 cytotox = kills IEC-6 intestinal cells in KLF5 counter-screen | IEC-6 cytotoxicity, luminescence viability | inhibition, % at 5 µM | 0.78% of 290,000 active | AID 1825; in the data active = inhibition above about 22%;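 also: 0% = plate median of test compound wells and 100% = cytotoxic reference compound wells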
Starred values were filed as active, the others as inactive; ? = inconclusive; . = not tested or not shown.

SMILES	HSP90 refold inh	KLF5 inh	HSF1 inhib	HDAC3 inh	HSF1 activator	aSyn 5UTR inh	HIF activator	AI-2 QS modul	Platelet DG rel	IEC-6 cytotox
CS(=O)(=O)N(CC(=O)O)c1ccc(C23CC4CC(CC(C4)C2)C3)cc1	-3	-22	-65*	4	-72	2	0.8	20	0	3
O=C(NCCCCCCNC(=O)c1ccncc1)c1ccncc1	0	-39	1	-4	1	-6	-1.7	22	6	-10
Cc1ccc(-n2nc3c(=O)n(CCCC(=O)N4CCC(C)CC4)nc(C)c3c2C)cc1	1	-7	-3	-2	7	41	-0.1	23	-1	8
COc1cc2c(cc1OC)C(C(=O)Nc1ccc(F)c(Cl)c1)CC(=O)N2 (stereo unspecified)	-1	-5	9	-2	6	9	-0.3	-4	8	8
O=C(CSCSCC(=O)Nc1ccc2c(c1)OCO2)Nc1ccc2c(c1)OCO2	-4	-20	-3	7	3	24	0.2	26	-4	0
COc1ccc(S(=O)(=O)N2CCN(Cc3cc(OC)c(OC)cc3OC)CC2)cc1	-3	-30	-4	3	-2	5	-0.6	6	2	-9
O=C(N/N=C/c1ccccc1OC(=O)c1ccc2c(c1)OCO2)c1ccccc1	-5	-28	9	.	20	-52	0.7	17	-5	10
CCOC(=O)C1CCCN(C(=O)c2sc3nc(C)nc(N(CC)CC)c3c2C)C1 (stereo unspecified)	2	-35	26	6	57*	37	-0.1	19	-11	-5
C/C(=N\NC(=O)c1cc(O)ccc1O)c1cccc(NC(=O)c2ccc(Cl)cc2)c1	11	-62	15	-6	19	-99	2.2	32	3	-2
CCOC(=O)C1CCN(C(=O)Nc2ccc(OC(F)(F)F)cc2)CC1	2	-44	-5	-2	3	-9	0.4	22	-3	4
Cc1nnc(-c2cnn(C)c2N)n1Cc1ccc2c(c1)OCO2	-1	-7	0	0	6	-1	0.9	23	-1	4
C=CCNC(=O)CN(c1ccc(OC)cc1OC)S(C)(=O)=O	5	6	-6	10	5	34	-0.7	17	0	1
COc1ccc(CCNC(=O)c2ccccc2C(=O)NCCc2ccc(OC)c(OC)c2)cc1OC	.	.	-3	-4	-4	-32	0.0	7	3	.
CCOC(=O)c1c(NC(=O)C[n+]2ccccc2)sc2c1CCCC2	2	9	-4	-2	-1	4	0.1	19	0	2
CCCn1c(=O)c(C(=O)Nc2cccc(C)n2)c(O)c2ccccc21	-3	-27	4	2	-12	-19	-0.6	10	0	-3
CSc1nc2c(c(=O)[nH]1)C(c1ccc(F)cc1)CC(=O)N2 (stereo unspecified)	-2	-22	-6	11	3	5	-0.3	43	-1	-4
COc1cccc(C(=O)CN2CCN(S(=O)(=O)c3ccc(Br)cc3)CC2)c1	-2	-23	-4	7	-1	3	-0.2	22	-3	0
CCN1C(=O)[C@H]2[C@@H](c3ccc(C)cc3)N3C(=O)N(c4ccc(OC)cc4)C(=O)[C@@]3(C)[C@H]2C1=O	-1	-16	-5	2	0	-2	-1.1	9	-1	-1
O=C(CCNS(=O)(=O)c1ccccc1C(F)(F)F)NNC(=O)c1csc(N2CCOCC2)n1	.	.	5	5	-4	4	-5.8	16	0	.
O=c1cc(N2CCN(c3ccccc3F)CC2)[nH]c(=O)n1-c1ccc(Br)cc1	6	15	0	1	5	22	-0.2	8	-3	2
COc1ccc(C(=O)Cn2nnc(-c3ccccc3NC(=O)c3ccco3)n2)cc1	4	-1	7	1	36	-15	1.0	13	1	3
CN1CCN(C2=C(Cl)C(=O)N(c3ccc(Cl)c(Cl)c3)C2=O)CC1	3	-26	4	6	18	-29	0.8	28	-2	7
O=C(c1noc2c1CCc1ccccc1-2)N1CCOCC1	3	-50	34	0	21	-72	1.6	9	12	0
CCOC(=O)C1CCN(C(=O)CCc2c(C)nc3c(-c4ccc(F)cc4)c(C)nn3c2C)CC1	3	-5	1	-1	7	-6	-0.2	-2	-13	4
O=c1oc2ccc3ccccc3c2cc1-c1nc2ccccc2o1	-4	-24	3	3	3	-87	-0.3	9	-1	-4

Later entries.
SMILES	HSP90 refold inh	KLF5 inh	HSF1 inhib	HDAC3 inh	HSF1 activator	aSyn 5UTR inh	HIF activator	AI-2 QS modul	Platelet DG rel	IEC-6 cytotox
COc1ccccc1/C=N/N(C(C)=O)c1nc(-c2ccc(F)cc2)cs1	1	-19	-1	0	-7	-121	5.3	15	0	15
O=C(c1cnsn1)N1CCCC(Nc2ccc(F)c(F)c2)C1 (stereo unspecified)	3	-8	-7	.	-14	4	-0.4	16	-13	-10
C[C@H](NC(=O)C1CCN(S(=O)(=O)c2ccccc2)CC1)C(=O)NCc1ccc(F)cc1	-2	-38	-3	8	-23	6	0.3	2	-1	0
Cc1ccc(C(C#N)N2CCOCC2)cc1 (stereo unspecified)	-5	-15	-2	.	2	22	0.2	4	-2	3
O=C(NCc1ccco1)c1ccc(Cn2cc([N+](=O)[O-])cn2)o1	6	10	-1	-1	-4	-22	-0.4	28	-3	1
Nc1nonc1C(=O)NCCNCc1c(OCc2ccccc2F)ccc2ccccc12	0	-23	-3	8	-3	-14	-0.4	15	8	0
CN(C(=O)/C=C/c1cnc2ccccc2c1)C1CCCCC1	12	-84	13	2	19	-14	-1.9	24	1	-6
COC(=O)c1cn(C(=O)c2cc(OC)cc(OC)c2)c2ccccc12	5	-8	-4	11	-15	-20	2.7	-11	7	1
O=[N+]([O-])c1ccc(NC(=S)NCc2ccncc2)cc1	-1	13	-1	5	10	8	0.3	34	6	-3
CCOC(=O)N1CCN(C(=O)c2ccc(N(Cc3ccc(C)cc3)S(C)(=O)=O)cc2)CC1	-5	-17	-9	?	0	-3	-0.5	0	7	-8
COc1ccc(N2CCN(S(=O)(=O)c3ccc(OC)c(C(=O)N4CCCC4)c3)CC2)cc1	-5	-19	3	8	34	15	0.5	24	-10	-2
COc1ccc2nc(NC(=O)CSc3cn[nH]n3)sc2c1	0	-104	27	2	49	-68	2.0	.	-2	8
COc1ccccc1CCNS(=O)(=O)c1cn(C)nc1C	3	-17	0	-3	-1	-18	-0.5	22	-8	-2
COC(=O)c1ccc(CSc2nnc(-c3c[nH]c4ccccc34)n2C)o1	-3	-32	1	1	0	-22	-0.3	1	-6	-2
CC(/C=N/NC(=O)c1ccncc1)=C\c1ccco1	-2	-33	4	5	28	-49	-0.8	12	-10	2
O=C(NCc1cccc(Cl)c1)C1CCN(c2nnc(N3CCCC3=O)s2)CC1	-6	-22	-3	-2	-3	-19	0.3	20	1	-3
CC(=O)Nc1nc(-c2ccccc2)c(-c2ccccc2)o1	-5	-5	2	-4	3	0	0.5	20	-12	5
Cc1ccc(C(=O)N/N=C\c2ccncc2)s1	0	-26	-2	-3	-2	6	0.9	8	0	10
Cc1ccc(C)n1-c1nn(S(=O)(=O)c2cccc3cccnc23)c2cccc(F)c12	0	3	3	-1	15	18	-0.5	6	-2	-11
O=C(Nc1ccncc1)c1cccs1	-2	-2	.	-7	.	.	.	.	.	2
O=C(COc1ccc(Nc2ccccc2)cc1)OCC(=O)N1CCCCC1	2	11	-16	.	-36	12	-0.7	32	-2	-8
COCCNC(=O)c1ccc(CSc2nc3ccccc3s2)cc1	0	-81	24	1	43	-47	1.8	37	-23	2
CC(C1CC1)N(Cc1ccccc1)C(=S)Nc1ccccc1 (stereo unspecified)	-2	-23	8	10	-13	-14	-0.1	-2	-2	-6
O=C1N/C(=N\N=C\c2cccs2)SC1Cc1ccc(Cl)c(Cl)c1 (stereo unspecified)	4	-27	-41	.	-56	-25	0.3	48	17	-2
COC(=O)c1c(C(C)=O)cnc2ccc(Br)cc12	1	26	-3	1	2	-9	0.2	13	5	-4

Additional structures follow:
SMILES	HSP90 refold inh	KLF5 inh	HSF1 inhib	HDAC3 inh	HSF1 activator	aSyn 5UTR inh	HIF activator	AI-2 QS modul	Platelet DG rel	IEC-6 cytotox
O=C(Cc1ccccc1)N1CCN=C1SCc1cccc([N+](=O)[O-])c1	-2	-4	12	3	35	-1	-0.1	16	5	-4
CCN1C(=O)c2cccc3c(S(=O)(=O)Nc4ccccc4OC)ccc1c23	-1	-19	27	-2	59*	-19	0.1	25	-9	8
COc1ccccc1OCCNC(=O)CNC(=O)c1ccc2c(c1)OCO2	.	.	6	4	-3	-9	0.0	-1	-2	.
Cn1nc(C(=O)N2CCCc3ccccc32)c2ccccc2c1=O	2	10	-2	-10	-2	-1	0.1	7	-27	2
CC(C)(C)c1ccc(C2CC2C(=O)N/N=C\c2cc3ccccc3nc2Cl)cc1 (stereo unspecified)	-1	-30	-8	4	-19	29	0.1	16	6	1
CCOC(=O)c1sc(=S)n(-c2ccc(C)cc2)c1SC	1	-29	-7	0	0	3	-0.4	12	-4	-8

Molecules from the list above containing an aryl methoxy group (14):
SMILES	HSP90 refold inh	KLF5 inh	HSF1 inhib	HDAC3 inh	HSF1 activator	aSyn 5UTR inh	HIF activator	AI-2 QS modul	Platelet DG rel	IEC-6 cytotox
COc1cc2c(cc1OC)C(C(=O)Nc1ccc(F)c(Cl)c1)CC(=O)N2 (stereo unspecified)	-1	-5	9	-2	6	9	-0.3	-4	8	8
COc1ccc(S(=O)(=O)N2CCN(Cc3cc(OC)c(OC)cc3OC)CC2)cc1	-3	-30	-4	3	-2	5	-0.6	6	2	-9
C=CCNC(=O)CN(c1ccc(OC)cc1OC)S(C)(=O)=O	5	6	-6	10	5	34	-0.7	17	0	1
COc1ccc(CCNC(=O)c2ccccc2C(=O)NCCc2ccc(OC)c(OC)c2)cc1OC	.	.	-3	-4	-4	-32	0.0	7	3	.
COc1cccc(C(=O)CN2CCN(S(=O)(=O)c3ccc(Br)cc3)CC2)c1	-2	-23	-4	7	-1	3	-0.2	22	-3	0
CCN1C(=O)[C@H]2[C@@H](c3ccc(C)cc3)N3C(=O)N(c4ccc(OC)cc4)C(=O)[C@@]3(C)[C@H]2C1=O	-1	-16	-5	2	0	-2	-1.1	9	-1	-1
COc1ccc(C(=O)Cn2nnc(-c3ccccc3NC(=O)c3ccco3)n2)cc1	4	-1	7	1	36	-15	1.0	13	1	3
COc1ccccc1/C=N/N(C(C)=O)c1nc(-c2ccc(F)cc2)cs1	1	-19	-1	0	-7	-121	5.3	15	0	15
COC(=O)c1cn(C(=O)c2cc(OC)cc(OC)c2)c2ccccc12	5	-8	-4	11	-15	-20	2.7	-11	7	1
COc1ccc(N2CCN(S(=O)(=O)c3ccc(OC)c(C(=O)N4CCCC4)c3)CC2)cc1	-5	-19	3	8	34	15	0.5	24	-10	-2
COc1ccc2nc(NC(=O)CSc3cn[nH]n3)sc2c1	0	-104	27	2	49	-68	2.0	.	-2	8
COc1ccccc1CCNS(=O)(=O)c1cn(C)nc1C	3	-17	0	-3	-1	-18	-0.5	22	-8	-2
CCN1C(=O)c2cccc3c(S(=O)(=O)Nc4ccccc4OC)ccc1c23	-1	-19	27	-2	59*	-19	0.1	25	-9	8
COc1ccccc1OCCNC(=O)CNC(=O)c1ccc2c(c1)OCO2	.	.	6	4	-3	-9	0.0	-1	-2	.
